# mcGAS MS inh – blocks mouse cGAS cGAMP production; recombinant mouse cGAS, cGAMP by RapidFire MS; inhibition, % at 12.5 µM; 130,000 tested, 0.18% active;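 active = inhibition of cGAS enzyme activity at or above 60%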;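 also: enzyme stimulated by 45 bp dsDNA with ATP and GTP substrates; cGAMP share of summed cGAMP plus half ATP and half GTP signals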
# Target sequence (Q8C6L5 whole entry, looked up): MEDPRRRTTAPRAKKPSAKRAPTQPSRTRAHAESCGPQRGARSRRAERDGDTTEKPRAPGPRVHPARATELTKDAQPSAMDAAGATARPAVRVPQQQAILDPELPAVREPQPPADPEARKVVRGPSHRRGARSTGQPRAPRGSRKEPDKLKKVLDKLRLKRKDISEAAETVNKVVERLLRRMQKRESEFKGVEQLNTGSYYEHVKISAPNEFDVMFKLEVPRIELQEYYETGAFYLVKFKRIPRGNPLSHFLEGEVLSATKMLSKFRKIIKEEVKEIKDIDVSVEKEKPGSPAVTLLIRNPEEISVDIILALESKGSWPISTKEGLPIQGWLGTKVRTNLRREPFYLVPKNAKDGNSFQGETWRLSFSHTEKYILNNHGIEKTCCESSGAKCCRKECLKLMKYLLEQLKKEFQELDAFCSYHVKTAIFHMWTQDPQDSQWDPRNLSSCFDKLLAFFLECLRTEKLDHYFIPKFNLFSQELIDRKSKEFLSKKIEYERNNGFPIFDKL
# * marks the source's active call; other numbers are inactive results; & = joins results of further samples. A portion of the library (hit frequency here may not be typical).
mcGAS MS inh	mol
-14	CC1Cc2ccccc2N1CCNC(=O)c1cc(Cl)ccc1F (centres undefined)
5	OC(CN1CCNCC1)Cn1c2ccc(Br)cc2c2cc(Br)ccc21 (centres undefined)
1&8	O=C1CCc2ccc(OCCCCN3CCN(c4cccc(Cl)c4Cl)CC3)cc2N1
-3	CN(C(=O)c1cccc(S(=O)(=O)N2CCOCC2)c1)c1ccccc1
-7	C[N+]([O-])=Cc1ccc(C(F)(F)F)cc1
2&2	CC(c1cc2ccccc2s1)N(O)C(N)=O (centres undefined)
-6	Cc1cc(C(=O)N2CCCC(C)C2)ccc1NCc1nc(C2CC2)no1 (centres undefined)
-8	COc1ccc(NC(=O)CNC(=O)CNC(C)C)cc1
-13	COc1ccc(-n2ccnc2-c2ccc(C3CCCCO3)o2)cn1 (centres undefined)
-17	Cc1nccn1-c1ccccc1CNC(=O)C1CCN(C(C)C)CC1
-15	CCC(CC)n1ncc(C)c1NC(=O)COc1cccnc1
-15	Cc1nc(C(NS(=O)(=O)CC2CCCC2)c2ccccc2)n[nH]1 (centres undefined)
-7	CCOc1ccc(CNC(=O)Cc2sc(=S)[nH]c2C)cc1F
-13	O=C(Nc1ccc2nc(C3CCCCC3)[nH]c2c1)C1COCCO1 (centres undefined)
-6	CN(CC(=O)NC(C)(C)C)C(=O)C1(c2ccc(F)cc2)CC1
-1	Cc1cccc(C(C)Nc2nccnc2C#N)c1C (centres undefined)
1	O=C(CS(=O)(=O)Cc1c(Cl)cccc1Cl)Nc1ccccc1
-7	CCCC1CN(C(=O)c2cc(C)oc2C)CCN1C(=O)c1cc(C)oc1C (centres undefined)
-8	CC1(C(=O)NS(=O)(=O)c2ccc(C#N)cc2)CCN1C(=O)c1ccc(C2CCCCC2)cc1 (centres undefined)
-9	CCc1ccc(C2CC(=O)Nc3cc4[nH]ncc4cc32)o1 (centres undefined)
2	CC(C)(C)c1csc(-c2cccc(OCC(N)=O)c2)n1
-4	C#CCN(Cc1ccco1)C(=O)CC1OCCc2ccccc21 (centres undefined)
-9	COc1ccc2c(c1OC)C(=O)N(c1ccc(C)c(C)c1)C2=O
-5	CN(C)S(=O)(=O)c1ccc(C(=O)Nc2c3c(nn2-c2ccc(F)cc2)CS(=O)C3)cc1 (centres undefined)
-8	CCCCN(C)CC1CCN(C(C)c2nc(N)nc(N(C)C)n2)CC1 (centres undefined)
-6	c1ccc(CSc2nc3ccccc3n3cnnc23)cc1
-4	CCOCCC1(C(=O)Nc2ccc(CC)cc2)CCC1
0	COCC1CCCCN1C(=O)c1coc(COc2ccccc2)n1 (centres undefined)
-1	CCc1cccc2c(C#N)cn(Cc3ccccc3F)c12
1	COc1ccc(OC)c(CC(=O)NC(C)c2cnn(-c3ccccn3)c2C)c1 (centres undefined)
-5	CC(=O)c1cccc(NC(=O)N2C(CO)CSCC2c2ccccc2)c1 (centres undefined)
-7	Cc1cc(C)c2c(c1)C[C@@H]1CCCC[C@H]1S2(=O)=O
-10	CN(C)c1ncc(CNC2CC(C)(C)Cc3nc(C(C)(C)C)ncc32)s1 (centres undefined)
-7	CC1CCCCC12NC(=O)N(CC(=O)N1CCCCCC1)C2=O (centres undefined)
-4	Cc1nn(C)c(Cl)c1CSCc1nccn1CC(F)(F)F
-1	Cc1nn(Cc2ccccc2Cl)c(C)c1/C=C/C(=O)NC1(C)CCS(=O)(=O)C1 (centres undefined)
2	CCN(CC)CCN(CC(C)C)C(=O)Nc1ccc(F)cc1
4	O=C(c1ccc2nc(CO)[nH]c2c1)N1C[C@@H]2[C@@H]3CC[C@@H](C3)[C@@H]2C1
-9	Cc1cc(C)n(C(=O)C2C3CC4CC(C3)CC2C4)n1 (centres undefined)
-42	CC(c1cn(-c2ccccc2)nn1)N1CCc2nn(C)c(=O)cc2C1 (centres undefined)
-8	NS(=O)(=O)c1ccc(NC(=O)C2=COCCO2)cc1
-6	CC(=O)NC1(c2noc(C=C(C3CC3)C3CC3)n2)CCN(C)CC1
7	COC1(OC)N=C(N)C2(C#N)C(c3c(F)cccc3Cl)C12C#N (centres undefined)
-1	CCNc1cc(NCCNC(=O)CC(C)C)nc(C)n1
-2	Clc1cccc(Cl)c1OCCOc1cccc2cccnc12

# 6 entries from above, tab-delimited:
canonical_smiles	mcGAS MS inh
CCCC1CN(C(=O)c2cc(C)oc2C)CCN1C(=O)c1cc(C)oc1C (centres undefined)	-7
CC1(C(=O)NS(=O)(=O)c2ccc(C#N)cc2)CCN1C(=O)c1ccc(C2CCCCC2)cc1 (centres undefined)	-8
CCc1ccc(C2CC(=O)Nc3cc4[nH]ncc4cc32)o1 (centres undefined)	-9
CC(C)(C)c1csc(-c2cccc(OCC(N)=O)c2)n1	2
C#CCN(Cc1ccco1)C(=O)CC1OCCc2ccccc21 (centres undefined)	-4
COc1ccc2c(c1OC)C(=O)N(c1ccc(C)c(C)c1)C2=O	-9

# (further entries)
mcGAS MS inh	mol
-7	Cc1cccc(-c2cn[nH]c2C2CCN(C(=O)c3cnn4ccn(C)c34)CC2)c1
-17	CN1C(=CC=C(C#N)C#N)C=Cc2ccccc21
-6	Cc1ccccc1C(=O)NCCC(=O)N=c1sc2ccccc2n1C
1	COC(=O)c1sc(NC(=O)COC(=O)C2CCC2)c(C(=O)OC)c1C
10	O=C(COC1CCCC1)Nc1ccc2c(c1)S(=O)(=O)C=C2
-6	c1ccc2sc(CSc3nnc4c(n3)[nH]c3ccccc34)nc2c1
-33	CC(C)(C)c1csc(CO)n1
-2	Cc1nc2ccccc2nc1SCCc1nc2ccccc2c(=O)[nH]1
-7	CC(C)(C)NC(=O)NC(=O)COC(=O)CSC(C)(C)C
-6	CC(C)NC(=O)c1cnc(N2CCN(Cc3ccccc3)C2=O)s1
-5	Cc1ccccc1-c1cccc(C(=O)N2CCc3c(nc[nH]c3=O)C2)c1
-9	CC(C)(CN1CCN(c2ncc(Cl)cn2)CC1)N1CCOCC1
0	COc1ccc(CCNC(=O)NCc2nnnn2-c2ccccc2)cc1
-5	C=CCn1c(=S)[nH]c2ncccc2c1=O
11	O=C(CN1CCN(CCC(=O)Nc2ccccc2F)CC1)Nc1ccc(F)cc1
-20	CC1CN(Cc2cc3c(cc2O)CCC3)CC(c2ccccc2)O1 (centres undefined)
-24	Cc1cc(C)n(CCNc2nc3c(C(C)C)cccc3s2)n1
-8	C(=C\CSC1=NCCN1)/CSC1=NCCN1
-12	NC(c1ccc(-c2ccccc2)cc1)C(F)(F)F (centres undefined)
-5	CCOc1cc(C=C2N=C(c3ccc(C)c(C)c3)OC2=O)ccc1OC(C)C(=O)N(C)C (centres undefined)
-45	CNS(=O)(=O)c1ccc(CN2CCCC2c2ccc(F)cc2)cc1 (centres undefined)
-4	Cc1ccc(C)c(NC(=O)C(c2ccccc2)N2CCN(S(=O)(=O)N(C)C)CC2)c1 (centres undefined)
-9	Nc1cc(C(=O)N2CCOC(Cc3cccc(C(F)(F)F)c3)C2)ccn1 (centres undefined)
-21	Cc1ccsc1CN(C)c1cc(N(C)C)ncn1
-7	CN1Cc2c(C(=O)OC(C)(C)C)ncn2-c2ccsc2C1=O
-5	CNc1cncc(-c2ccc(F)c(F)c2)n1
-12	Cc1ccc(S(=O)(=O)NCC(C)n2nc(C)c(C)c2C)cc1 (centres undefined)
10	NC(N)=NCCN1CCOCC1
-7	COc1ccccc1CCN1CCC(CN(C)C(=O)C2=NNC(=O)CC2)CC1
-13	CCCCS/C=C1\CCCC(C)(C)C1(O)CSc1nccn1C (centres undefined)
-4	O=C1NC(CCC(=O)N2CC=CCC2)C(=O)N(Cc2ccccc2)c2ccccc21 (centres undefined)
-12	O=C(O)[C@H]1C[C@@H](C(=O)Nc2ccc(F)cc2)CN(C(=O)C2CCOCC2)C1
5	COc1ccc(NC(C)=O)cc1NC(=O)N(Cc1ccccc1)C1CC1
-6	Cc1cc(NC(=O)C(C)NC(C)c2ccccc2F)on1 (centres undefined)
-11	Cc1cc(NC(=O)C2(C)CCN2C(=O)C2CCCCC2)no1 (centres undefined)
-6	COCCn1cc(NC(=O)NCCc2ccccc2)c2ccccc21
-3	O=C(CCc1ncc(-c2ccc(Cl)cc2Cl)o1)NC1CC1
-5	CCCCNC(=O)OC(C)CNC(=O)OC (centres undefined)
-5	CCN(CC)C(=O)Cn1cc(C(=O)NCCc2ccco2)nn1
-6	NCCN1C(=O)SC(=Cc2ccc3c(c2)OCO3)C1=O
-3	CCOC(=O)CN1CCN(c2cc(OC)cc(OC)c2)C(=O)C1C (centres undefined)
-11	CC(c1ccc(-c2cncnc2)cc1)N1CCCCC1 (centres undefined)
5	O=S(=O)(O)CCSSCCS(=O)(=O)O
-1&0&10	CC(C)NCC(O)c1ccc(NS(C)(=O)=O)cc1 (centres undefined)
-2	CCOc1cc(C(=O)Nc2nc3ccc(F)cc3s2)cc(OCC)c1OCC

# Some of these compounds in order of heavy-atom count, rising:
mcGAS MS inh	mol
-5	CCCCNC(=O)OC(C)CNC(=O)OC (centres undefined)
-1&0&10	CC(C)NCC(O)c1ccc(NS(C)(=O)=O)cc1 (centres undefined)
-11	CC(c1ccc(-c2cncnc2)cc1)N1CCCCC1 (centres undefined)
-5	CCN(CC)C(=O)Cn1cc(C(=O)NCCc2ccco2)nn1
-6	COCCn1cc(NC(=O)NCCc2ccccc2)c2ccccc21
-12	O=C(O)[C@H]1C[C@@H](C(=O)Nc2ccc(F)cc2)CN(C(=O)C2CCOCC2)C1

# Going on with the list:
mcGAS MS inh	mol
1	Cc1cc(C(=O)NC2CCN(C(=O)/C=C/c3cccc(F)c3)CC2)on1
-11	COc1ccc(N2C(=O)CSC2c2ccc(C(C)C)cc2)cc1 (centres undefined)
-6	CC(O)C(C)SC1CCN(c2c(F)cccc2F)C1=O (centres undefined)
1	O=C(NCC1CCCCC1)c1ccc(Nc2cccc(C(F)(F)F)c2)nc1
5	COCCCn1ccc(Nc2ncccc2C#N)n1
-3	C#CCn1c(=NC(=O)c2cccc(S(C)(=O)=O)c2)sc2cc(OCC)ccc21
-5	NC(=O)c1csc(C(=O)Nc2ccc(F)c(Br)c2)c1
0	c1cncc(-c2nc(CCNC3CCC4(CCNCC4)CC3)cs2)c1
-8	CCOC(=O)C1CCN(C(c2ccc(OC)c(OC)c2)C2Sc3nc(C)nn3C2=O)CC1 (centres undefined)
-3	COc1ccc(Cc2nnc3n2N(C(C)=O)C(c2ccccc2)=C(C(C)=O)S3)cc1
-8	C=CCONC(=O)CN1C(=O)C(Cc2ccccc2)NC(=O)c2ccccc21 (centres undefined)
-4	CN(CCCNc1ccccc1C#N)C1CCCCC1
-5	Cc1nn(C(=O)c2ccccc2)c(C)c1Sc1ccccc1
-25	O=C(c1ccc2ccccc2n1)N(Cc1cccnc1)C1CC1
1	Cc1cccc2nc(CSc3cccc4cccnc34)cn12
-4	O=c1c(O)c(-c2ccccc2)oc2cccc(O)c12
-11	CC(=O)NNC(=S)NC(=O)C(c1ccccc1)c1ccccc1
8	Cc1ccnc(NC(=O)C(C)c2cccc(C(=O)c3ccccc3)c2)c1 (centres undefined)
5	CN1CC2(CCCN(C(=O)c3ccn(C(C)(C)C)c3)C2)OC1=O (centres undefined)
-11	CC(C)N(C)S(=O)(=O)c1ccc(NC(=O)NC(C)(C)C2CC2)cc1
3	Cc1ncc(CN2CCN(Cc3ccsc3)C(CCO)C2)s1 (centres undefined)
20	C/C=C/c1cc(C(=O)Nc2nc(C)cs2)cc(OC)c1OC
-15	CN1CCCN(C(=O)c2ccccc2NC(=O)c2cc(Cl)cc(Cl)c2)CC1
-3	CN1C(=O)C2(CCCN(C(=O)c3cnn4cccnc34)C2)c2ccccc21 (centres undefined)
-15	CN1CCC(NCc2cc(Br)ccc2OCc2ccccn2)CC1
-5	COc1ccc(CN(C)CN2N=C(c3ccc(F)cc3)CCC2=O)cc1
-7	COc1ccc(NC(=O)NC2CCCN(C3CCCCCC3)C2)cc1OC (centres undefined)
-1	COc1ccc(OC)c(S(=O)(=O)N2CCN(CC3CCCCC3)CC2)c1
1	Cc1ccc(S(=O)(=O)N2CCOCC2)cc1N=Cc1cc(Br)ccc1O
-17	O=C(c1ccsc1)N1CCC(N2CCCC(C(=O)N3CCCC3)C2)CC1 (centres undefined)

# Some of the entries so far, field by field.
C/C=C/c1cc(C(=O)Nc2nc(C)cs2)cc(OC)c1OC
  mcGAS MS inh = 20
CN1CCCN(C(=O)c2ccccc2NC(=O)c2cc(Cl)cc(Cl)c2)CC1
  mcGAS MS inh = -15

# Remaining list, next part.
mcGAS MS inh	mol
-9	CN(C(=O)C1CC(=O)N(C2CCCC2)C1)c1cccc2ccccc12 (centres undefined)
-9	Cc1ccccc1Cn1c(N2CCN(Cc3cccc4ccccc34)CC2)nc2c1c(=O)[nH]c(=O)n2C
-6	CC(C)Oc1ccc(CN2CCC2(C)C(=O)NC2CCN(Cc3ccccc3)CC2)cc1 (centres undefined)
-8	CCc1nn2c(ncc3c(=O)n(-c4ccccc4)ccc32)c1-c1ccccc1
-7	O=C(c1cccs1)c1cccs1
-8	COc1ccccc1NC(=O)N(Cc1nnc2n1CCCCC2)c1ccccc1
-3	CC(=O)c1csc(N)n1
-2	Cn1ncc2c(=O)n(CC(=O)Nc3ccc(N=Nc4ccccc4)cc3)cnc21
0	CN=c1scc(-c2ccco2)n1/N=C\c1c(O)ccc2ccccc12
-7	O=C(CN1C2=NCCN2c2ccccc21)c1ccc2c(c1)OCO2
-29	CC(=O)C=C1N(C)c2cc([N+](=O)[O-])c(N)cc2C1(C)C
-7&-1	Cc1cccc(-c2ccc(NC(=O)C3CCN(C(=O)CCc4ccncc4)CC3)cc2)c1
-4	COC(=O)C1CCN(Cc2nnc(C(=O)NCc3ccc(C)cc3)s2)CC1
-22	CCN(Cc1c(CO)cnc(C)c1O)CC1CCCO1 (centres undefined)
2	CCC(CO)NC(=O)Nc1ccc(F)cc1C#N (centres undefined)
-2	CCOC(=O)C1=C(C)NC(C)=C(C(=O)OCC)C1C(=O)OCC(=O)N1CC(C)OC(C)C1 (centres undefined)
6	CC(C)CNc1ccc2c(n1)C(=O)N([C@H](C)C(=O)Nc1cccc(N(C)C)c1)C2
-6	Cc1nc(N2CCCC2C(=O)NCc2cccs2)nc2cc(S(C)(=O)=O)ccc12 (centres undefined)
1	CN(Cc1ccncn1)C(=O)C1CCC(=O)N(CCCc2ccccc2)C1 (centres undefined)
